# LDHA inh: qHTS assay for inhibitors of human lactate dehydrogenase. activity change, % (values are at about 110 or 230 µM). purified LDHA, NADH/diaphorase-resazurin fluorescence; hits give low values. L-lactate dehydrogenase A chain (Homo sapiens), P00338. 0.15% of 480,000 active; in the data active means activity change below about -30%;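 further: plate controls were DMSO wells for no effect and wells without enzyme for full effect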
#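 Resorufin fluorescence (ex540/em590), read at 0 and 20 min after diaphorase/resazurin addition, reports the NADH left after a 5 min room-temperature reaction of 2 nM human LDH5 with 0.06 mM NADH and 0.2 mM pyruvate.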
# * = called active by the depositor.
SMILES,LDHA inh
O=C(N/N=C/c1ccccn1)c1cc[n+]([O-])cc1,3.8
O=C1Nc2ccc(Br)cc2C1(O)C(F)(F)F (centres undefined),2.5
CC(C)(C)C(=O)COc1ccc(S(C)(=O)=O)cc1,0.8
Cc1cccc(N/C=C/C(=O)C(F)(F)F)c1,11.6
Cc1ccc2[nH]c(C(=O)OCC(=O)N(c3ccccc3)C(C)C)cc2c1,-0.3
O=C(COc1cc(O)c2c(=O)cc(-c3ccccc3)oc2c1)NCCOCCO,-0.3
CCCCn1c(=O)[nH]c(=O)c2c1nc(CCc1ccccc1)c(=O)n2C,2.7
Nc1nc(Cl)nc(Nc2cccc(Cl)c2)c1[N+](=O)[O-],31.0
c1coc(CNc2nc(Nc3cccc4ccccc34)nc3ccccc23)c1,-4.2
N#C/C(=C/c1ccc(-c2ccccc2)cc1)C(=O)NCCc1ccccc1,8.1
Cc1ccc(C2CCCN2S(=O)(=O)c2cnn(C(F)F)c2C)cc1 (centres undefined),2.8
Cc1ccc2c(ccn2CCC(=O)Nc2nnc(C3CC3)s2)c1,-7.3
CCc1nc(NC(CC)CO)c(C#N)c2c1CCCC2 (centres undefined),-33.6*
COc1ccc(Cl)cc1NC(=O)Cn1c(SCc2cccc(C)c2)nc2ccncc21,0.1
Cc1ccc(-c2cnc(CCC(=O)N(CCC#N)CCC#N)o2)cc1,-8.7
CCn1ncc(Br)c1C(=O)Nn1c(C)nc2sc3c(c2c1=O)CCC(C)C3 (centres undefined),10.8
O=C(Nn1cnnc1)c1ccc(Br)cc1,-13.4
Cc1ccc(C(CNC(=O)c2oc3ccc(F)cc3c2C)N2CCC(C)CC2)o1 (centres undefined),1.8
COc1ccccc1NC(=O)c1cc(-c2ccccn2)nc2ccccc12,-3.1
O=C(Cn1ccc2c(Br)cccc21)NCCCO,3.5
COc1ccc(NC(=O)C(=O)c2c[nH]c3ccccc23)cc1,-6.7
COc1cc(/C=C/C(=O)c2nc3ccccc3s2)cc(OC)c1,11.5
O=C(COC(=O)CC1Sc2ccccc2NC1=O)Nc1cccc2ccccc12 (centres undefined),-3.7
COc1ccc(CNc2nc(C)nc3sc4c(c23)CCC4)cc1OC,9.6
COc1cc(C)c(NC(=O)c2c(C)noc2C(C)C)cc1OC,-17.1

# Of the compounds above, these have a CF3 group:
SMILES,LDHA inh
O=C1Nc2ccc(Br)cc2C1(O)C(F)(F)F (centres undefined),2.5
Cc1cccc(N/C=C/C(=O)C(F)(F)F)c1,11.6

# Records listed so far shown as hits in LDHA inh.
SMILES,LDHA inh
CCc1nc(NC(CC)CO)c(C#N)c2c1CCCC2 (centres undefined),-33.6*

# Returning to the listing, repeating the 2 entries before the break.
SMILES,LDHA inh
COc1ccc(CNc2nc(C)nc3sc4c(c23)CCC4)cc1OC,9.6
COc1cc(C)c(NC(=O)c2c(C)noc2C(C)C)cc1OC,-17.1
CCN(CC)c1nc2ncn(CC(=O)Nc3ccc(Br)c(C)c3)c(=O)c2s1,-1.3
O=c1c2ccccc2nc2sc(Nc3ccc4c(c3)OCO4)nn12,7.2
Cc1oc2cc(OCC(=O)N3CCCC(C(=O)O)C3)ccc2c(=O)c1-c1ccc(Cl)cc1 (centres undefined),-4.2
COc1ccc(N2C(=O)CCS2(=O)=O)cc1S(=O)(=O)N1CCC2(CC1)OCCO2,5.8
Cc1ccc(-c2nc(CC(=O)NCCc3ccccc3F)cs2)o1,-33.2*
COc1cc(C(=O)Nc2ccc(N3CCOCC3)nc2)cc2c1OCCO2,23.2
Cc1cc(C)c([N+](=O)[O-])cc1[N+](=O)[O-],-4.6
O=C1NCCCCC1Nc1ccc2oc(C3CC3)nc2c1 (centres undefined),12.1
CC1CCCN(S(=O)(=O)c2cc3cc(Br)ccc3oc2=O)C1 (centres undefined),-5.0
CCCSc1nc2c(c(=O)n(C)c(=O)n2C)n1CCCc1ccccc1,-7.4
Fc1ccc(Nc2nc(NC3CCCC3)nc3c2cnn3-c2ccccc2)cc1,7.3
CC(C)c1ccccc1NC(=O)C1CC2CCC1C2 (centres undefined),-1.0
O=S(=O)(NC1CCSc2c(F)cccc21)c1cccc(F)c1 (centres undefined),8.4
COc1ccc(C(C)=O)cc1COc1ccc(C#N)cc1,0.6
O=C(COc1ccc2ccccc2c1)Nc1nc2n(n1)C(c1ccccc1)CC(=O)N2 (centres undefined),2.3
CCOc1c(OC)cc(Br)c2cc(C(=O)O)[nH]c12,5.4
N#CCc1ccc(NC(=O)CCSc2ccc(Cl)cc2)cc1,23.1
COc1ccc(OC)c(CN2C(=O)CSCC2(C)C(=O)Nc2c(C)cccc2C)c1 (centres undefined),-2.8
Cn1c(=O)c2c(ncn2CC(=O)Nc2ccccc2C(=O)NCC2CCCO2)n(C)c1=O (centres undefined),-16.0
CCc1ccc(CCC(=O)Nc2cccnc2)cc1,7.4
Cc1ccc(C)c(NC(=O)CCNC(=O)Cc2ccccc2)c1,-0.2
Cc1cccc(NCC(=O)Nc2cc(Cl)ccc2-n2cncn2)c1C,2.6
CCOc1ccc(-c2nc3cc(NC(=O)COc4ccccc4C)ccc3o2)cc1,-4.6
Cc1cccc(C)c1NC(=O)CC1(C(=O)O)CCCCC1,1.8
O=C(Nc1ccc2oc(-c3ccccc3)cc(=O)c2c1)c1ccco1,0.2
# New compounds follow.
SMILES,LDHA inh
COc1ccc(C/C(C#N)=C\Nc2cccc(C(F)(F)F)c2)cc1,-1.2
CC(C)(C)C(=O)/C=c1/[nH]c(=O)/c(=C/c2ccc(C(F)(F)F)cc2)s1,-1.7
Cc1cccc(C(=O)NC(Nc2cccc(Cl)c2)C(Cl)(Cl)Cl)c1 (centres undefined),16.9
CCCCNC(=O)C[C@@H]1C[C@@]2(C(=O)OCC)CCC=C2N(Cc2ccccc2)C1=O,-0.8
Cc1ccc(NC(=O)CCNC(=O)Cc2ccccc2)cc1C,-10.0
CSCCC(NC(=O)c1ccc2ccccc2n1)C(=O)NC1CC1 (centres undefined),8.5
Cc1c(CC(=O)Nc2ccc(C(C)C)cc2)c(=O)oc2cc(O)ccc12,1.3
COC(=O)CN1CCN(CCC(C)C)CC1,8.0
N#C/C(=C/c1ccc(C(F)(F)F)cc1)C(=O)Nc1ccccc1Oc1ccccc1,-3.1
COc1ccc(NC(=O)Nc2ccc3nc(N4CCOCC4)cc(C)c3c2)cc1OC,8.6
O=C(COC(=O)c1cc2c(s1)CCC2)NC(=O)NC1CCCC1,5.6
Cn1c(=O)c2c(nc(NCCc3ccccc3)n2CC(=O)O)n(C)c1=O,2.6
Cc1ccc(C)c(OCC(O)Cn2cnc3c2c(=O)n(C)c(=O)n3C)c1 (centres undefined),-7.0
O=C(Nc1ccc(Cl)cc1C(F)(F)F)c1ccccc1F,-0.7
Cc1ccc(SC(=O)c2ccc(F)cc2)cc1,5.3
O=C(Nc1ccc(O)c(-c2nc3ccccc3o2)c1)c1ccc([N+](=O)[O-])o1,7.9
CC(=O)c1cn(CC(=O)Nc2ccncc2)c2ccccc12,1.8
COc1cc(C(=O)Nc2cccc(NC(=O)C(C)n3cccn3)c2)cc(Cl)c1OC (centres undefined),-4.5
COC(=O)C1=CN(C(C)C)C=C(C(=O)OC)C1c1cccs1,0.2
O=S1(=O)CC(N2CCSCC2)CN1Cc1cn(Cc2ccccc2)nn1 (centres undefined),-8.1
CC(C)c1ccc(/C=C/C(=O)Nc2ccc(Br)cc2F)cc1,-0.7
O=C(Cc1c[nH]c2ccccc12)NCc1nc2ccccc2[nH]1,19.5
CCOC(=O)C(NC(=O)Cc1coc2c(C)c(C)ccc12)C(=O)OCC,7.9
Cc1ccc(-c2nc3ncccc3o2)cc1NC(=O)CC12CC3CC(CC(C3)C1)C2,16.6
C=C(Cl)COc1ccc(Cl)cc1C(N)=O,6.5
# Remaining list, next part:
SMILES,LDHA inh
CCSc1nc(=O)c2c(n1C)NC(=O)CC2c1cc(C)ccc1C (centres undefined),-2.3
O=C(O)CC(C(=O)O)c1ccco1 (centres undefined),1.3
COc1ccc(-c2cc(C(F)(F)F)nc(SCC(=O)NC(C)(C)C)n2)cc1,14.6
Cc1cc2oc(=O)cc(CSc3nnnn3C3CC3)c2cc1C(C)C,2.9
CC(C)c1cc(=O)oc2cc(OCC(=O)Nc3ccc(C(N)=O)cc3)ccc12,-8.9
N#CC1(NC(=O)CSc2ccccn2)CCCCCC1,4.5
CS(=O)(=O)Nc1ccc(NC(=O)Cc2ccc3c(c2)CCC3)cc1,1.4
C=C(C)CN1CCN(c2nc3c(c(=O)[nH]c(=O)n3C)n2Cc2ccccc2)CC1,1.1
Oc1ccc(/C=C/c2ccccc2F)c2cccnc12,9.7
CCC(=O)Nc1ccc2oc(-c3cc(F)c(F)cc3Cl)nc2c1,-3.0
O=C(c1cccnc1)N(Cc1cccs1)C1CC1,-0.6
CN(C)C(=O)Nc1ccc2c(c1)CCC2,0.4
COc1ccc(C(=O)O)cc1C12CC3CC(CC(C3)C1)C2,6.5
COC(=O)C1=CN(C(C)C)C=C(C(=O)OC)C1c1ccc(C)s1,6.2
CCOC(=O)COc1ccc2c(C)c(CC(=O)OC)c(=O)oc2c1,1.5
O=C(NC1CCN(Cc2nnnn2-c2ccccc2)CC1)C1CC1,1.8
CC(=O)c1cnn(-c2cc(Nc3ccc(F)cc3)nc(C)n2)c1C,-2.0
CC(C)c1ccc(/C=C(/C#N)C(=O)Nc2cccc3ncccc23)cc1,-15.0
Cc1cccc(CS(=O)Cc2coc(-c3ccc(F)cc3)n2)c1 (centres undefined),-0.4
COc1ccc(C(C(=O)Nc2ccc3c(c2)OCCO3)n2c(=O)c(-c3cc4ccccc4[nH]3)nc3ccccc32)cc1 (centres undefined),-8.2
CCCN(CCC)C(=O)c1nn(Cc2ccccc2)c(=O)c2ccccc12,3.4
CCn1c(CSc2n[nH]c(-c3ccccc3)n2)nc2cc(S(=O)(=O)N3CCCCC3)ccc21,7.6
CCc1ccc(NC(=O)c2nn(-c3ccc(F)cc3)c(=O)cc2OC)cc1,-1.1
C=CC(=O)NC(=O)NCc1ccccc1,9.2
N#CC(C(=O)CC1CCCCC1)C(=O)Nc1ccccc1Cl (centres undefined),-0.7
# (continued)
SMILES,LDHA inh
CCOC(=O)NC(CNC(=O)c1ccccc1)CC(C)C (centres undefined),3.6
COc1ccc2cc(C3Nc4ccccc4C(=O)N3C3CC3)ccc2c1 (centres undefined),5.9
COc1ccccc1-c1cn(CC[C@H]2CC[C@@H](NS(=O)(=O)c3ccccc3C)[C@@H](CO)O2)nn1,-3.5
CCOc1ccc2c(c1)c(=O)c(S(=O)(=O)c1ccccc1)cn2CC(=O)Nc1cccc(Cl)c1,10.0
CCSC(SCC)C(O)C(O)C(O)C(C)O (centres undefined),1.7
Cn1c(CCNC(=O)c2ccccc2F)nnc1SCC(=O)N1CCOCC1,3.3
Cc1c(Cl)cccc1NC(=O)CCNC(=O)CCC(=O)c1cccs1,-4.7
NC(CC(=O)O)C(F)(F)F (centres undefined),5.1
Cc1nnc(NC(=O)NCC(C)(C)N2CCCC(C)C2)s1 (centres undefined),-2.3
CN(C)CCCn1c(=O)n(-c2ccc(Cl)cc2)c(=O)c2c3c(sc21)CN(C)CC3,-1.7
N#C/C(=C/c1ccc(-c2ccccc2C#N)o1)c1ccc(F)cc1,2.7
Cc1ncc(-c2ccc(S(=O)(=O)Nc3ccccc3)cc2)o1,-2.9
N#C/C(=C\Nc1ccc(C(N)=O)cc1)c1nc(C2CC2)cs1,-11.5
CNC(=S)N(C)Cc1ccccc1Br,-1.3
FC(F)(F)c1ccc(CCNC(=S)NCCc2ccccc2)cc1,-3.3
O=C(CSc1ccc2c(c1)OCCO2)NC1c2ccccc2-c2ccccc21,13.5
CCOc1cc(/C=C2\NC(=O)NC2=O)ccc1OCc1ccc(C(=O)O)cc1,8.7
O=C(NCc1ccncc1)[C@@H]1CCCN1C(=O)[C@H]1CCCN1,-1.2
C=CCOc1ccc(/C=C(\C#N)c2nc3ccccc3[nH]2)cc1,7.7
Nc1cccc(OCC(F)(F)F)c1,-23.5
CCc1cccc2c(C(=O)C(=O)Nc3cccc(Cl)c3)c[nH]c12,-7.4
Cc1ccc(-c2nc(NC(=O)c3cc(C)on3)sc2C)c(C)c1,5.2
Cc1ccc(-c2nc(CNc3ccc(Br)cc3)no2)cc1,-5.9
Cc1nc(NC(C)C)sc1C(=O)NCC(C)C,7.3
O=C(c1ccc[nH]1)c1cc2cc(Br)ccc2o1,-2.8

# An excerpt from above in order of their number in LDHA inh, ascending.
SMILES,LDHA inh
CN(C)CCCn1c(=O)n(-c2ccc(Cl)cc2)c(=O)c2c3c(sc21)CN(C)CC3,-1.7
Cc1ccc(-c2nc(NC(=O)c3cc(C)on3)sc2C)c(C)c1,5.2
Cc1nc(NC(C)C)sc1C(=O)NCC(C)C,7.3

# The results go on.
SMILES,LDHA inh
CC(C(=O)NCCN1CCCC1)C1CCN(C(=O)c2ccc3nc(-c4ccccc4)oc3c2)CC1 (centres undefined),1.6
CCOC(=O)COc1ccc2c(=O)c(-c3ccc(OC)c(OC)c3)c(C)oc2c1,5.6
CC(C)C(=O)N1CCC(C(=O)Nc2cccc(OCC3CCCO3)c2)CC1 (centres undefined),-1.2
CCCC(=O)NNC(=S)NC1CC1,3.5
Cc1ccc(N(C(=O)c2cccs2)C2C=CS(=O)(=O)C2)cc1C (centres undefined),2.4
COc1ccc(-c2ocnc2C(=O)Nc2ccc(C)c(F)c2)cc1OC,2.4
Cc1cc(C)c(NC(=O)CNC(=O)c2cc3cc(Cl)ccc3nc2C)c(C)c1,0.7
CCNC(=O)/C=C/c1ccc(OC)cc1,-0.1
COc1ccc(N2CCCCS2(=O)=O)cc1S(=O)(=O)NCc1ccco1,-0.4
COc1ccc(C(=O)NC2CC2)cc1S(=O)(=O)N(C)C,-5.0
O=C(NC12CC3CC(CC(C3)C1)C2)c1ccc(F)cc1,-4.0
CC1(C)Cc2c(sc3c2c2nc(Cc4ccccc4)nn2c(=O)n3CC(=O)c2ccccc2)CO1,-17.3
Cn1ccnc1C(NC(=O)COc1ccccc1F)c1ccccc1 (centres undefined),-13.2
O=C(NC1CCCCCCC1)C1c2ccccc2C(=O)N1CCCN1CCCCC1 (centres undefined),-4.5

# Screening results from PubChem BioAssay.

# The list is partial; count on the stated rates, not on these rows.
